Screens: PubChem BioAssay, Sanford-Burnham Center for Chemical Genomics
MPTP block: inhibitors of mitochondrial permeability transition pore; isolated mouse mitochondria, Ca2+ swelling absorbance, 30 min; inhibition, % at 10 µM; 360,000 compounds, 1.4% hits; AID 602449;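 active means inhibition of 50% or more, scaled per plate between neutral and stimulator controls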;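 further: 0% = DMSO wells given calcium and 100% = 1 mM EGTA wells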
APOBEC3G inh: inhibitors of human APOBEC3G DNA deaminase. 330,000 compounds, 0.28% hits. Q9HC16. recombinant A3G, ssDNA deamination FAM/TAMRA fluorescence. inhibition, % at 20 µM;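 active means inhibition of at least 40% at 20 µM, with no more than 30% in the related APOBEC3A deaminase screen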;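 further: plate controls were DMSO wells with A3G for no effect and wells lacking A3G enzyme for full effect; some compounds called inactive have numbers as strong as hits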
Target sequence (Q9HC16 whole entry, looked up): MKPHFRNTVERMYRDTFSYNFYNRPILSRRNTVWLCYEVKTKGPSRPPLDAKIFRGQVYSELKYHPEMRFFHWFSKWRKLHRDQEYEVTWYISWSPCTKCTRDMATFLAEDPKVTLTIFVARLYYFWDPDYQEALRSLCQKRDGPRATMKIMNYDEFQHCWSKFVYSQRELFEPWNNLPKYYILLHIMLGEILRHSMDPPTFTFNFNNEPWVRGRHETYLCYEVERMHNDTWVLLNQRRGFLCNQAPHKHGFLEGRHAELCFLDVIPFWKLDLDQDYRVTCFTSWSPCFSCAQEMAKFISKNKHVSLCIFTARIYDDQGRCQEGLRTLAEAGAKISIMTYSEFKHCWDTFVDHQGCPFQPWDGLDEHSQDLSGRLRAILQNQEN
APOBEC3A inh: human APOBEC3A DNA deaminase inhibition. P31941. recombinant A3A, FAM/TAMRA ssDNA deamination fluorescence. inhibition, % at 20 µM. 330,000 compounds, 0.41% hits;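 active means at least 40% inhibition at 20 µM here, with at most 30% in a related deaminase screen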;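 further: plate controls were A3A with DMSO for no effect and wells lacking A3A enzyme for full effect; some results filed as inactive read as strong as hits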
Target sequence (P31941 whole entry, looked up): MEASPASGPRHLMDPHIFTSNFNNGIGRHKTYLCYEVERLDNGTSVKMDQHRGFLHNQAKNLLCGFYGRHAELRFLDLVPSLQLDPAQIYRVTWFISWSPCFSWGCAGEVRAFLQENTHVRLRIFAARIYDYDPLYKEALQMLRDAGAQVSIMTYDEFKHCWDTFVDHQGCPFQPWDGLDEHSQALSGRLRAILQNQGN
Gli-Sufu block: Gli-Sufu pathway antagonism. Sufu-KO-LIGHT fibroblasts, Gli luciferase reporter luminescence. 340,000 compounds, 0.74% hits. inhibition, % at 5 µM;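 active means inhibition above about 55%, limit read from the data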;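 further: 0% = DMSO-treated cells and 100% = wells with medium but no cells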
EBI2 block: antagonists of human EBI2 receptor; P32249; EBI2 beta-arrestin recruitment, luminescence, 7a,25-OHC stimulated; inhibition, % at 5 µM; 360,000 compounds, 0.81% hits; in the data active means inhibition above about 38%;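 further: enzyme fragment complementation signal reports receptor beta-arrestin coupling in cells; 0% = agonist plus DMSO wells and 100% = wells without agonist; some results beyond the cut were filed as inactive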
Target sequence (P32249 whole entry, looked up, the tested form may be a part): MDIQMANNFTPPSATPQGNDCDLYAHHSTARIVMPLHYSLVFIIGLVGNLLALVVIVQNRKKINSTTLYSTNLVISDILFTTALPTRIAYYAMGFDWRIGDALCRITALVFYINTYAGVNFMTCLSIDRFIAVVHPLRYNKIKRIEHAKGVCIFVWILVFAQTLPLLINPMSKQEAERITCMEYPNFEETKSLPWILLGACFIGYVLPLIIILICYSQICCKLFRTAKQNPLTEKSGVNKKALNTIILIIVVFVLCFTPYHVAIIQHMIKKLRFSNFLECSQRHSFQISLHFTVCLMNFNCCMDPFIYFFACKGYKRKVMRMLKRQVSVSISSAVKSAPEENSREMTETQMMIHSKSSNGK
CXCR6 inh: blocks human CXCR6 beta-arrestin recruitment. 360,000 compounds, 0.36% hits. inhibition, % at 20 µM. O00574. AID 602244. CHO-K1 PathHunter CXCR6 beta-arrestin, luminescence; in the data active means inhibition above about 34%, passing the limit was not always enough;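 further: antagonist mode with CXCL16 agonist at 10 nM final; 0% = 10 nM CXCL16 with DMSO and 100% = unstimulated wells without agonist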
CCR6 antag: CCR6 (human) receptor antagonism; CHO-K1 CCR6 PathHunter beta-arrestin, luminescence, CCL20-stimulated; inhibition, % at 20 µM; 340,000 compounds, 0.49% hits; P51684; AID 493098;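 active means compounds whose inhibition of the agonist-driven luminescence signal at 20 µM reaches about 50%, limit read from the data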;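 further: cells stimulated with CCL20 at 14 nM final; plate controls were DMSO with CCL20 for no effect and DMSO without agonist for full effect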
GRIN3A LBD mod: modulators (binders) of human NR3A ligand-binding domain; NR3A LBD differential scanning fluorimetry, Tm shift; 0% = protein alone, 100% = glycine-bound protein; Tm shift relative to glycine control, % at 25 µM; 340,000 compounds, 2.5% hits;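 active means melting temperature shift of at least 10% of the positive control shift, at one fixed dose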
Active calls of the source: *; nt = no result given.

compound	MPTP block	APOBEC3G inh	APOBEC3A inh	Gli-Sufu block	EBI2 block	CXCR6 inh	CCR6 antag	GRIN3A LBD mod
O=[N+]([O-])c1cccnc1Sc1ccccc1Cl	2.3	0.1	1.9	7.8	-2.4	-9.0	11.3	-0.1
CC(=O)Nc1ccc(/C=N/NC(=O)c2cc(-c3ccco3)nc3ccccc23)cc1	1.1	0.8	2.7	-9.4	-7.6	12.8	20.6	0.3
COC(=O)[C@]1(C)N[C@H](CN(C)C(=O)c2ccc(C(C)(C)C)cc2)[C@@H]2C(=O)N(Cc3ccccc3)C(=O)[C@@H]21	1.0	-7.0	-6.4	-1.1	0.3	1.7	-0.9	2.2
Nc1cc(=O)[nH]c(SCC(=O)Nc2cc(S(=O)(=O)N3CCCCC3)ccc2Cl)n1	2.0	-3.8	-2.6	-51.8	-8.2	-0.4	4.8	-1.2
CCOC(=O)/C=c1\s/c(=C\c2ccc(C(=O)OC)cc2)c(=O)n1CC(=O)Nc1ccccc1	5.9	1.6	1.5	-5.4	0.7	8.6	5.4	-4.1
Cc1ccc2nc(-c3cccc(S(=O)(=O)N(C)C)c3)cn2c1	-1.0	-0.7	-2.5	14.6	2.9	-4.6	-9.3	0.8
CC(=O)CCn1cnc([N+](=O)[O-])n1	-2.3	-0.2	1.1	21.7	-6.4	-4.6	4.0	-1.8
CCOC(=O)c1nn(-c2ccc(Cl)cc2C)ccc1=O	-0.4	-4.1	-3.1	33.5	0.4	-6.2	10.0	4.2
COc1ccc(C)cc1S(=O)(=O)N1CCCC(C(=O)N2CCN(c3ccccc3F)CC2)C1 (stereo not given)	0.6	15.6	1.6	10.4	2.2	-2.8	23.6	-2.2
CC(C)(O)c1[nH]c2ccc(C(F)(F)F)cc2c1C(C)(C)O	0.5	-10.0	-6.7	3.0	2.3	-8.3	1.3	-3.9
Cc1ccc([N+](=O)[O-])cc1NC(=O)c1cccs1	-1.4	-13.2	2.1	-14.3	-3.3	-3.2	-2.7	-2.3
CC(C)(CC(=O)OCC(=O)Nc1ccccc1F)CC1=NS(=O)(=O)c2ccccc2N1	0.0	-3.6	-5.6	-10.0	-7.6	-3.0	-0.6	3.4
Cc1ccc(C(=O)OCc2cc(=O)n3c(C)csc3n2)s1	0.2	-7.0	-0.4	-5.4	-10.2	-0.9	0.6	-1.6
Fc1cccc(NC(=S)NCc2ccccn2)c1	0.1	-0.7	-1.6	-37.9	-9.5	1.1	15.8	-0.2
COC(=O)c1cccn(CC(=O)c2ccc(Cl)cc2Cl)c1=O	0.1	-0.1	0.0	6.0	-16.2	-1.9	7.3	-1.0
CC(C)(C)OC(=O)NCCCCCNC(=O)c1nc[nH]c1C(=O)N1CCN(c2ccccc2)CC1	-1.8	-1.8	5.5	-4.5	0.7	5.1	5.1	-0.7
CCc1nc2ccccc2c(C(=O)OCC(=O)N(C)Cc2ccccc2)c1C	-0.7	-4.5	-3.8	1.5	12.8	-3.6	16.8	-0.3
CN(C)C(=O)CSc1ccc(S(=O)(=O)N2CCOCC2)cn1	0.6	-4.0	-1.6	-11.1	-5.2	5.0	6.2	1.1
COc1ccc(C2SCC(=O)N2c2nnc(C34CC5CC(CC(C5)C3)C4)s2)cc1 (stereo not given)	5.1	-5.7	-2.5	0.9	12.2	10.2	10.6	0.4
CCN(CC)CCCC(C)n1c2nc(=O)[nH]c(=O)c-2nc2cc(Cl)ccc21 (stereo not given)	-0.3	nt	nt	83.6*	-28.9	-17.7	-10.0	-386.2
COc1ccccc1CN1CC(C(=O)N2CCC(OC)CC2)CCC1=O (stereo not given)	-1.4	-0.1	0.3	-4.0	-6.5	-4.2	1.9	-0.5
CCCCc1nc(NCc2ccccc2)c(C#N)c2c1COC(C)(C)C2	1.0	-6.1	-2.0	7.2	-0.1	-7.9	-12.2	-0.8
CN(C)S(=O)(=O)c1ccc(NC(=O)CSc2nnc(-c3ccco3)n2N)cc1	-0.5	-6.4	10.8	9.1	-5.2	3.6	-8.2	-0.8
Cc1nn2c3ccccc3n(CCN3CCCCC3)c2nc1=O	-1.6	-0.8	2.1	2.2	-7.9	4.5	7.2	-1.3
O=C(COC(=O)Cc1c[nH]c2ccccc12)Nc1ccccc1	-0.3	-3.1	0.2	-2.7	-6.2	-6.9	-11.4	-1.4
CC(=O)Nc1ccc(C(=O)Nc2nc(-c3ccccn3)cs2)cc1	-1.7	-1.6	-0.1	4.1	-3.4	1.3	8.5	-16.2
COc1ccc2[nH]c3c(c2c1)CCN1C(=O)C(CC(=O)NCCCn2ccnc2)C[C@H](C(=O)N2CCCCC2)[C@@]31CCc1ccccc1 (stereo not given in full)	-0.8	2.3	1.1	9.3	-3.7	-3.8	17.0	0.2
CC(=O)Nc1ccccc1OCC(=O)NCCC1=CCCCC1	-0.3	-3.9	1.8	13.3	2.4	-5.0	-10.5	-3.1
CCOC(=O)/C(=N\Nc1cccc(C(F)(F)F)c1)N(CCOC)CCOC	2.9	-1.2	0.8	4.4	-4.4	-0.9	-0.8	1.0
CN(Cc1ccccc1)C(=O)c1cc(=O)[nH]c2ccccc12	0.7	-5.5	-4.4	10.4	-5.9	9.6	11.6	-1.3
N#CCCn1c(SCC(=O)NCc2ccco2)nc2ccccc21	74.3*	-8.7	-6.1	-1.8	-9.5	-7.3	-1.1	-0.2
Nc1nc(=S)c2ncn(C3CCCC3)c2[nH]1	-1.2	nt	nt	0.0	-1.0	5.8	0.7	-0.6
Cc1ccc(CN2C(=O)CC(Nc3ccc(N4CCOCC4)cc3)C2=O)cc1 (stereo not given)	1.1	10.4	0.0	-2.1	3.3	2.6	-12.2	-0.5
O=C(NCc1ccc2c3c(cccc13)C(=O)N2)c1cccs1	0.8	nt	nt	1.8	-11.8	4.8	11.9	-3.4
COc1ccc(NS(=O)(=O)c2ccc(-n3cnnn3)cc2)cc1OC	25.0	1.7	-1.0	47.5	-6.3	-0.9	17.4	-0.7
O=C(Nc1ccc2c(c1)OCCO2)c1cccc(S(=O)(=O)N2CCCCC2)c1	-1.0	-7.2	-2.1	6.2	-2.6	4.4	-8.5	-2.0
COc1ccc(C(=O)N2CCC(C(=O)Nc3ccccc3C)CC2)cc1OC	-0.4	-8.0	-2.7	-13.9	-0.1	-2.0	10.2	-1.1
O=c1cc(CSc2nnnn2-c2ccccc2)nc(Nc2ccc(F)cc2)[nH]1	56.1*	-5.8	-2.2	3.1	0.9	-10.2	0.3	9.5
O=C(NCc1ccc(N2CCCC2=O)cc1)NC1CCCCC1	-4.5	-6.1	-3.2	-3.2	6.1	-3.2	-14.6	1.0
CC(=O)c1c(C)oc2ccc(N(C(C)=O)S(=O)(=O)c3ccc(Br)cc3)cc12	0.3	-3.0	-4.5	10.8	-0.3	1.5	1.5	0.7
O=C(Nc1cnn(Cc2ccc(Cl)cc2)c1)c1cnccn1	-0.4	-2.9	2.8	4.0	0.1	0.9	-8.6	-2.8
CCc1c(C)c2cc(Cl)c(O)c(CN3CCCC3)c2oc1=O	0.5	-8.3	-1.3	0.6	1.1	-3.8	4.8	-2.4
Cc1noc(C)c1COc1ccccc1C(=O)N1CCN(S(=O)(=O)c2cccc(Cl)c2)CC1	-0.6	-2.4	1.1	-6.6	8.0	4.9	4.0	-2.3
COc1ccc(-c2nnc(SCC(=O)N(Cc3ccccc3)C(C)(C)C)o2)cc1OC	35.1	-7.6	1.4	16.9	20.4	4.6	4.1	1.8
Cc1ccc(N(CCCCN2C(=O)c3ccccc3C2=O)C(=O)c2ccc(Cl)s2)cc1	-1.1	-1.3	0.0	1.5	-19.3	10.6	21.7	-3.0
Cc1ccc(C)c(N2CCN(C(=O)c3ccc4nc(N5CCOCC5)sc4c3)CC2)c1	0.0	-3.4	-4.2	5.6	-1.6	-1.6	13.7	0.4
O=C(CC1C(=O)NC2CCCCC2N1C(=O)c1ccc(F)cc1)Nc1ccccc1 (stereo not given)	-0.4	-3.9	-2.3	3.8	-5.6	-3.8	-6.8	0.8
COc1cc(/C=C/C(=O)O)ccc1O	-1.3	-7.4	1.4	0.3	-5.0	-4.7	8.1	0.8
O=C(O)C1C2C=CC(C2)C1C(=O)N1CCOCC1 (stereo not given)	-0.3	1.9	1.2	1.4	-0.1	5.5	-21.3	-1.1
COC(=O)Nc1ccc(S(=O)(=O)N2CCCCCC2)cc1	0.0	-5.3	-0.1	-0.8	-8.1	6.8	-2.7	-0.8
O=C(COC(=O)Cc1n[nH]c(=O)c2ccccc12)Nc1ncc(Cl)cc1Cl	-3.3	-4.3	0.8	3.4	5.5	1.4	-4.3	-1.3
CCN(CCNC(=O)Cn1c(=O)sc2ccccc21)c1ccccc1	-0.1	3.6	5.2	0.9	1.9	-1.0	2.4	-0.3
COc1ccc(C2CC(c3ccccc3)=NN2C(=O)COC(=O)c2cccc(S(=O)(=O)N3CCOCC3)c2)cc1 (stereo not given)	0.8	-7.8	-1.2	10.1	6.1	-4.9	16.7	0.3
O=[N+]([O-])c1ccc(Cc2ccccn2)c([N+](=O)[O-])c1	0.7	-4.0	-1.3	-17.2	-12.7	-7.9	-15.0	0.9
O=C1C=CC(=Nc2ccc3c(c2)Cc2cc(F)ccc2-3)O1	-1.8	nt	nt	-15.1	0.3	-1.0	5.1	22.9*
CC(C)[C@H](NC(=O)c1ccco1)C(=O)OCC(=O)Nc1ccc(F)cc1	-2.3	-1.4	1.2	-3.3	-6.5	0.1	0.2	-1.6
Cn1ccnc1SCC(=O)c1c(N)n(C)c(=O)n(C)c1=O	-1.1	-1.3	3.3	3.7	-4.2	-2.5	9.2	0.2
COc1ccc(C(=O)Nc2cc(C(C)=O)c(C)oc2=O)cc1	-1.3	-2.6	-0.5	19.3	6.5	9.2	8.5	-1.6
O=C(NCc1cccnc1)c1csc2c1CCCC2	-1.7	-7.6	-3.7	7.2	-23.3	-3.1	-6.3	0.8
COc1cccc(NC(=O)COC(=O)CCC(=O)c2cccs2)c1	-0.9	-7.2	-4.1	-5.9	-12.1	-6.2	-7.0	-1.6

Two records drawn at random from the list so far, as already listed:
compound	MPTP block	APOBEC3G inh	APOBEC3A inh	Gli-Sufu block	EBI2 block	CXCR6 inh	CCR6 antag	GRIN3A LBD mod
COc1cccc(NC(=O)COC(=O)CCC(=O)c2cccs2)c1	-0.9	-7.2	-4.1	-5.9	-12.1	-6.2	-7.0	-1.6
O=C1C=CC(=Nc2ccc3c(c2)Cc2cc(F)ccc2-3)O1	-1.8	nt	nt	-15.1	0.3	-1.0	5.1	22.9*
